ASAP1 GAP inh: blocks human ASAP1-stimulated Arf1 GTP hydrolysis; Q9ULH1; GDP FP detection; inhibition, % at 16.5 µM; 360,000 tested, 0.19% active; AID 624377; in the data active means inhibition above about 25%;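 further: 0% = vehicle with enzyme and substrate and 100% = no enzyme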
DDE Tn6 FP inh: disrupts Tn6 cyclic peptide binding to fibrin D-Dimer-E complex; AID 720509; Fibrin DD(E) TRITC-Tn6 fluorescence polarization displacement; inhibition, % at 8.3 µM; 370,000 tested, 0.21% active;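 active means inhibition above a per-campaign cutoff: mean of compounds within control limits plus 3 SD, cut at about 15% in these data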;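 further: 0% = median of all compound wells on the plate and 100% = blocking peptide control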
ARFGAP1 inhibitor: inhibits rat ARF GTPase activating protein 1; Arfgap1-stimulated ARF1 GTP hydrolysis, GDP FP detection; 360,000 tested, 0.26% active; Q62848; inhibition, % at 16.5 µM; AID 651572;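 active means inhibition above a per-plate limit, mean inhibition of low control wells plus 3 SD, cut at about 25% in these data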;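 further: 0% = DMSO wells with enzyme and 100% = wells lacking Arfgap1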
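Assay system: purified rat His6-Arfgap1 residues 1-136 (GAP domain); Reagent: human Δ17 ARF1 bound to GTP; Dosing: 16.5 µM single point, 1.26% DMSO; Times: GTP hydrolysis reaction 2 h at 25 °C; Signal: FP, GDP Alexa 633 tracer displaced from anti-GDP antibody, 620/688 nm; Measure: % inhibition from polarization.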
PLCg1 inh: PLC-gamma1 (human) inhibition, primary screen; purified PLC-gamma1, fluorogenic substrate, fluorescence; inhibition, % at 12.2 µM; 370,000 tested, 0.84% active; AID 720700; in the data active means inhibition above about 9.5%
ADAM17 inh: ADAM17 inhibition, QFRET primary screen | P78536 | recombinant ADAM17, EDANS/DABCYL FRET peptide cleavage | inhibition, % at 6.95 µM | 370,000 tested, 0.83% active | AID 720648;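 active means inhibition above the mean of compounds lying between control limits plus 3 SD, set per campaign, cut at about 8.5% in these data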;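 further: 0% = DMSO-only wells as the low control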
proKLK7 act: activators of human kallikrein-7 zymogen; 370,000 tested, 0.9% active; activation, % at 7 µM; AID 652039; P49862; purified proKLK7, EDANS-DABCYL substrate fluorescence; 100% is mature enzyme control, 0% vehicle;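 active means activation above the mean of all tested compounds plus 3 SD, computed per campaign excluding outliers beyond control limits, cut at about 13% in these data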
Target sequence (P49862 whole entry, looked up): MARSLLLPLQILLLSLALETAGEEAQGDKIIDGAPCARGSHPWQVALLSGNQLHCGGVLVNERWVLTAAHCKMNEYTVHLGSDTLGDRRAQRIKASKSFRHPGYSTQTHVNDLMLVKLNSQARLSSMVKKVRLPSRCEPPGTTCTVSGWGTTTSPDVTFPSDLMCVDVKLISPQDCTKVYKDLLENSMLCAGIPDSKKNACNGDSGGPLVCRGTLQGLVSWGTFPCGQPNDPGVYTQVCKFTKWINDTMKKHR
PLC-beta3 inh: blocks human PLC-beta3 enzyme activity. inhibition, % at 12.2 µM. 370,000 tested, 0.18% active. Purified PLC-beta3, fluorogenic substrate, fluorescence. AID 720704; in the data active means inhibition above about 11%;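 further: 0% = median of compound wells on plate and 100% = full blocker control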
MBD2 DNA inh: inhibitors of human MBD2 binding to methylated oligonucleotide; Q9UBB5; TR-FRET; inhibition, % at 4.4 µM; 370,000 tested, 0.31% active; in the data active means inhibition above about 13%
UHRF1 MBD2 ctr: UHRF1 methyl-DNA binding inhibition | Q96T88 | 370,000 tested, 0.75% active | UHRF1 binding to methylated oligo, TR-FRET | inhibition, % at 4.4 µM; in the data active means inhibition above about 21%;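 further: UHRF1 SRA domain binding a hemimethylated CpG hairpin DNA probe; 0% = median of test compound wells and 100% = reference inhibitor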
Target sequence (Q96T88 whole entry, looked up, the tested form may be a part): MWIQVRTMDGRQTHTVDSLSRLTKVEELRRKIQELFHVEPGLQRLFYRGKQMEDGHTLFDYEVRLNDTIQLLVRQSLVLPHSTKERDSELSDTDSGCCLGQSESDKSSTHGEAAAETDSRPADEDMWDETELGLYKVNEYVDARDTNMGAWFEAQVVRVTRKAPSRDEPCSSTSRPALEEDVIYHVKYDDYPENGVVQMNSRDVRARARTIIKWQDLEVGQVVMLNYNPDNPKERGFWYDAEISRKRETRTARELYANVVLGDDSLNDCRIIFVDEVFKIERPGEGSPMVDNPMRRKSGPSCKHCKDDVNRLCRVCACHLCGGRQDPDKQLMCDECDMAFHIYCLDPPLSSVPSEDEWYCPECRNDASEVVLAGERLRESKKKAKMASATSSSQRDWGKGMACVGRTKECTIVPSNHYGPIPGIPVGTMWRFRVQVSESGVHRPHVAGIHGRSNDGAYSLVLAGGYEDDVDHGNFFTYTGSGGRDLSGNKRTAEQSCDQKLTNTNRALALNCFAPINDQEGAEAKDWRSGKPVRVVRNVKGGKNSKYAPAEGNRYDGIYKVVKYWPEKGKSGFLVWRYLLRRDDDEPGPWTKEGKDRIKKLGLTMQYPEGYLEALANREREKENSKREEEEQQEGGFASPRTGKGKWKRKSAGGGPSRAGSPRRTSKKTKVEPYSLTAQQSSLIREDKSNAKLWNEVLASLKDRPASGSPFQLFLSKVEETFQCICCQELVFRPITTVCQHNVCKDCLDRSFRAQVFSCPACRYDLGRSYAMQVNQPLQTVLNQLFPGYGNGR
Tn7 DDE FP: disrupts Tn7 cyclic peptide binding to fibrin D-Dimer-E complex. 370,000 tested, 0.13% active. FP displacement of FITC-Tn7 peptide from fibrin DD(E); 0% = median of compound wells per plate. inhibition, % at 8.3 µM;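 active means inhibition above the mean of compounds falling within the control limits plus 3 SD of them, cut at about 14% in these data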;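 further: 0% = plate median of compound wells and 100% = 10 µM Aha-Tn7 peptide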
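Measure: % inhibition scaled between sample-field median and high-control FP; Test system: human fibrin DD(E); Quantity: 2 µM final DD(E) protein; Doses: one dose, 8.3 µM nominal; Schedule: compound with protein 10 min, then 3 h after probe, room temperature; Detection: fluorescence polarization; Medium: Tris buffer with calcium and detergent, pH 7.8.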
* marks the source's active call; other numbers are inactive results; i = inactive; nt = no result given. No enrichment for hits, and some 4.1% of all compounds hit somewhere here.

Each structure is followed by: ASAP1 GAP inh	DDE Tn6 FP inh	ARFGAP1 inhibitor	PLCg1 inh	ADAM17 inh	proKLK7 act	PLC-beta3 inh	MBD2 DNA inh	UHRF1 MBD2 ctr	Tn7 DDE FP
Cc1c(NC(=O)c2ccc(Cl)c(S(=O)(=O)N3CCCCC3)c2)c(=O)n(-c2ccccc2)n1C
  1	8	0	-3	2	0.5	-8	-1	0	5
Cc1nc2ccccn2c1/C(O)=C1\C(=O)C(=O)N(CCN(C)C)C1c1ccco1 (stereo not given)
  0	6	11	0	-1	-0.2	0	3	-1	-1
N#Cc1c(NC(=O)C2CC(Cl)=CCC2C(=O)O)sc2c1CCCCC2 (stereo not given)
  5	0	-15	-3	-2	-0.3	-11	6	1	4
CCN(CC)C(=O)CSc1nc(O)cc(=O)n1C
  21	-1	-3	3	1	0.6	1	-2	-1	-1
O=C(OCC(=O)N1CCCCC1)c1cc(=O)[nH]c2ccccc12
  -5	12	-6	-160	-34	-26	-190	-1	1	-2
COc1ccc(C(=O)OCCCN(C)C2CN(Cc3cn(Cc4ccc([N+](=O)[O-])cc4)nn3)S(=O)(=O)C2)cc1OC (stereo not given)
  nt	-5	nt	2	-11	0.1	-5	13	10	0
O=C(CSc1nnnn1-c1ccccc1Cl)Nc1ccc2c(c1)OCCO2
  8	6	1	1	4	0.0	3	-1	1	-4
COc1cccc(NC(=O)CCc2ccccc2)c1
  -6	2	10	4	-1	0.8	0	2	3	-3
CC(C)C(NC(=O)c1c(F)cccc1F)C(=O)NCCc1ccc(S(N)(=O)=O)cc1 (stereo not given)
  -15	4	2	3	-2	-0.1	-6	-1	1	4
O=C(Nc1ccc(Cl)cc1)C(c1ccccc1)N(CCO)CCO (stereo not given)
  4	-9	15	3	-7	0.1	-3	10	6	4
Cn1c(SCC(=O)Nc2ccccc2)nc2ccccc2c1=O
  11	2	-1	-2	1	0.2	-3	5	-1	5
CC1(C(=O)NS(=O)(=O)c2ccc(F)cc2F)CCN1C(=O)Cc1ccccc1Cl (stereo not given)
  5	3	-4	4	-4	0.9	0	3	1	0
COc1ccccc1N1CSC2=C(C#N)C(c3ccc(SC)cc3)CC(=O)N2C1 (stereo not given)
  -11	2	-6	-17	-2	1.9	-20	-3	-5	-2
CC[C@@H]1C=C(C(=O)O)[C@H](c2ccc(Br)cc2)N1S(=O)(=O)c1ccc(C)cc1
  7	-6	8	-2	-5	-0.2	1	1	2	2
CC(NC(=O)C1CCN(S(=O)(=O)N2CCC3(CC2)OCCO3)CC1)c1ccccc1 (stereo not given)
  13	5	-8	4	-11	-0.1	-2	-1	2	-4
Fc1ccc(CNCC2CCCO2)cc1 (stereo not given)
  -13	-5	9	1	0	0.1	-6	2	-1	-3
Cc1c(NC(=O)CSCc2ccccc2)cccc1C(=O)O
  -17	2	-5	2	-1	-0.3	-1	3	0	7
NC(=O)Nc1ccc2c(c1)OCCO2
  17	2	7	2	-3	0.2	4	3	-3	-3
COc1cc(/C=N/NC(=S)NC2CC3C=CC2C3)cc(OC)c1OC (stereo not given)
  -2	2	5	2	5	0.9	-6	-7	-1	-6
Cc1ccc(-n2nnnc2SCC(=O)Nc2ccccc2-c2ccccc2)cc1C
  16	1	2	3	9.0*	0.5	1	-2	2	-6

Individual results from above.
`COc1ccccc1N1CSC2=C(C#N)C(c3ccc(SC)cc3)CC(=O)N2C1` (stereo not given) in ASAP1 GAP inh shows -11
`Cc1c(NC(=O)CSCc2ccccc2)cccc1C(=O)O` in Tn7 DDE FP shows 7

The list goes on.
Each structure is followed by: ASAP1 GAP inh	DDE Tn6 FP inh	ARFGAP1 inhibitor	PLCg1 inh	ADAM17 inh	proKLK7 act	PLC-beta3 inh	MBD2 DNA inh	UHRF1 MBD2 ctr	Tn7 DDE FP
O=C(NCCC(=O)N1CCN(c2ncccn2)CC1)c1ccccc1Cl
  -7	3	-6	-1	-8	0.0	-3	2	0	6
CCC(c1nnc(SCC(=O)N2CC3(C)CC2CC(C)(C)C3)o1)N(C)C (stereo not given)
  2	-1	3	-1	-4	0.2	2	1	-2	-4
CCOC(=O)N1CCC(c2[nH][nH]c(=O)c2C)CC1
  3	2	1	1	-3	-0.4	2	1	-3	-3
CCCCC(=O)Nc1ccc2c(c1)nc1n2CCOC1
  9	-2	2	1	-7	0.2	2	7	6	-2
COc1cc(C)ccc1NC(=O)Cc1csc(NC(=O)Nc2ccccc2OC)n1
  9	-7	7	-4	0	0.7	-6	1	-1	11
COc1ccc(NC(=O)c2cnn(-c3ccccc3)c2C)cc1
  -5	6	1	1	4	0.2	-3	5	2	1
O=C(NCc1ccc2c(c1)OCO2)C(=O)Nc1ccccc1
  15	0	-9	-1	-7	-0.6	1	-1	0	-1
CNC(=S)Nc1cccc(C(=O)O)c1
  -4	-5	-1	3	2	-0.9	2	3	0	-4
COc1cccc(N2CC(O)=C(c3nc4ccccc4s3)C2=N)c1
  5	5	13	-66	-9	0.0	-61	-1	23*	-2
Cc1cc(NC(=O)c2cccc(S(=O)(=O)N3CCCCC3)c2)no1
  10	3	4	3	-2	-0.5	-5	5	2	1
O=C(O)c1cc(NC(=O)C2CCCO2)cc(C(=O)O)c1 (stereo not given)
  -7	8	-5	-3	-2	0.0	4	-1	-2	-2
COc1ccc(NC(=O)NC2(C(=O)N3CCCCCC3)CCCCC2)cc1
  0	2	13	-4	-4	-0.6	4	0	2	4
COc1ccc(NC(=S)Nc2ccccc2Cl)cn1
  0	-3	-5	-1	-4	-0.7	-6	-2	-1	-4
N#C/C(=C\c1cccn1S(=O)(=O)c1cccc(C#N)c1)S(=O)(=O)c1ccc(F)cc1
  -1	-4	3	-12	-3	0.2	-26	6	0	1
C=CCOc1ccc(CNc2nccs2)cc1OCC
  -18	-1	6	0	-2	-0.2	2	-3	5	6
Cc1ccc(N2C(=O)CC3(CCCC3)CC2=O)cc1
  7	0	-6	9	2	-0.4	11*	-4	2	-4
O=C(C(Cl)Cl)N1CCN(Cc2ccccc2)CC1
  -11	8	-10	-3	0	0.0	0	-5	-2	4
Cc1ccccc1OCC(=O)Nc1sc2c(c1C#N)CC(C)(C)NC2(C)C
  -1	-3	5	6	4	0.2	-4	2	4	-5
CCOC(=O)c1c(C)[nH]c(C)c1C(=O)COC(=O)COc1ccc(Cl)c(C)c1
  11	-5	2	0	8	0.1	1	-1	-2	-5
Nc1nc(SCC(=O)Nc2ccc(Cl)cc2)[nH]c(=O)c1-c1ccccc1
  -2	1	-8	0	-1	0.1	0	-1	0	-5
COc1ccc(-c2nnc(SC(C)C(=O)NC3CC3)o2)cc1 (stereo not given)
  -1	12	7	0	1	-0.1	-5	-5	1	11
N#CCOc1nc(N2CCCCC2)nc(N2CCCCC2)n1
  2	-5	5	4	3	0.1	2	6	3	5
CCOc1cc(N2CCOCC2)c(OCC)cc1NC(=O)CCC1CCCC1
  14	2	-5	3	-2	0.3	2	1	0	-2
Cc1ccc(NC(NC(=O)c2ccccc2[N+](=O)[O-])C(Cl)(Cl)Cl)cc1 (stereo not given)
  11	2	-6	2	0	0.5	3	-3	0	4
O=C(CN(C(=O)CNS(=O)(=O)c1ccccc1)c1ccc(Cl)cc1)NCC1CCCO1 (stereo not given)
  15	3	-8	-1	-3	0.1	-7	0	2	-1
COc1ccc(-c2coc3c(C(=O)NCc4ccc(OC)c(OC)c4)cccc23)c(C)c1
  -9	0	6	0	8	0.4	-1	2	1	5
CC(=O)Nc1ccc(NC(=O)C(Sc2ccccc2)c2ccccc2)cc1 (stereo not given)
  -3	8	-7	0	-1	0.2	-2	-2	1	-3
COCCN1CCn2c(nc3cc(NC(=O)NC4CCCCC4)ccc32)C1
  11	6	-6	i	-286	16*	i	-3	-5	-3
O=C(NCc1cccs1)c1ccc2sc([C@H]3C[C@H](O)[C@@H](CO)O3)nc2c1
  -10	-6	5	-2	-7	0.2	-1	3	0	-2
CCCc1nc(NCc2ccccn2)c2nnn(Cc3ccccc3F)c2n1
  2	-1	12	0	-6	-0.2	-2	7	1	-2
CC(C)c1cc(N2CCOCC2)n2ncc(-c3ccccc3)c2n1
  6	2	0	-31	2	0.8	-51	-3	-1	-10
COc1ccc(N2C(=O)CCC(C(=O)O)C2c2ccc(F)cc2)cc1 (stereo not given)
  -3	-1	4	4	0	0.3	-1	1	2	-5
Cc1ccc(C)n1-c1cccc(C(=O)Nc2ccccc2)c1
  9	-11	-13	-1	-3	0.0	-8	2	1	-3
Cc1ccccc1C(=O)OCn1nnc2ccccc2c1=O
  -9	0	-3	-1	-1	0.3	0	0	1	7
O=C1NC(SCCCF)=N/C1=C/c1ccc(-n2cncn2)cc1
  -3	5	-3	-13	1	-2.3	-30	-4	-2	-7
Cc1cc2[nH]c(=O)c(=O)[nH]c2cc1S(=O)(=O)N1CCN(c2cccc(Cl)c2)CC1
  5	-8	-4	0	-4	-1.0	-7	0	0	5
COc1ccccc1C(=O)NC(=O)COC(=O)c1nc(Cl)ccc1Cl
  -4	1	0	-2	-2	-0.4	-3	-2	-1	6
O=C(C1CC1)N1CCc2cc(Br)cc(S(=O)(=O)NCCCN3CCCCC3)c21
  -5	-10	-13	3	-1	-0.1	-4	-2	0	-1
CC(C)Cn1c(N)c(C(=O)COC(=O)CCc2nc3ccccc3c(=O)[nH]2)c(=O)n(C)c1=O
  -5	4	-2	-4	-4	-0.3	-2	2	0	0
c1ccc(-c2ccncn2)cc1
  6	8	6	1	-3	0.0	1	4	2	-11
COc1cc(/C=C(\NC(C)=O)C(=O)Nc2cccc(O)c2)ccc1OC(C)=O
  0	-3	0	1	0	1.0	0	5	20	6
CCN(CC(=O)NCc1ccncc1)S(=O)(=O)c1ccccc1
  -1	1	11	0	-4	0.1	-6	1	-2	-3
O=C(NC1CCCC1)c1ccc(CSc2nc3ccncc3n2Cc2ccc(F)cc2)cc1
  8	-1	-7	0	-5	-0.1	-1	0	0	3
COc1ccc(CC2(CO)CCN(Cc3ccc4nsnc4c3)CC2)cc1
  -8	-6	4	3	1	0.8	-3	-7	0	-4
CSc1ccc(C(=O)NCC(c2ccco2)N(C)C)cc1[N+](=O)[O-] (stereo not given)
  3	-2	17	-1	-2	0.0	2	-1	-3	1
O=C(OC(C(=O)NC1CCCC1)c1ccccc1F)c1ccco1 (stereo not given)
  -9	0	7	0	1	-0.6	2	2	-1	0
O=C(C(=O)N1CCN(c2cccc(Cl)c2)CC1)c1c[nH]c2ccccc12
  6	0	13	2	8	0.9	6	-2	-3	-3

Records above shown as hits in PLC-beta3 inh.
Each structure is followed by: ASAP1 GAP inh	DDE Tn6 FP inh	ARFGAP1 inhibitor	PLCg1 inh	ADAM17 inh	proKLK7 act	PLC-beta3 inh	MBD2 DNA inh	UHRF1 MBD2 ctr	Tn7 DDE FP
Cc1ccc(N2C(=O)CC3(CCCC3)CC2=O)cc1
  7	0	-6	9	2	-0.4	11*	-4	2	-4

Bioassay records deposited in PubChem BioAssay by The Scripps Research Institute Molecular Screening Center.
